# A549 tox: counter-screen for Nrf2 inhibitors: cytotoxicity in A549 cells. 390,000 tested, 0.16% active. AID 504648. Potency, µM (doses to about 46 µM), without a hit: top-dose activity change, negative = cytotoxicity, actives largely listed as inhibitors. A549 ARE-Fluc cells, CellTiter-Fluor viability, 18-24 h; also: % is scaled to controls: 0 for no effect and ±100 for the full control effect
#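 A549 ARE-Fluc cells in 5% FBS OPTI-MEM, 5000 cells/well, rested 2 h then exposed to compounds in concentration-response for 18-24 h at 37 °C. Viability by CellTiter-Fluor fluorescence (Ex 405/Em 525) after 30 min; luciferase luminescence (BugLite, 15 min, RT) read afterwards.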
# S2 tox: cell viability loss in ATXN counter-screen; S2 cells (HEK-293 line with an ATXN2-luciferase reporter) viability, CellTiter-Fluor protease fluorescence, 24 h; Potency, µM (top dose mostly 56.7 µM), usual class: cytotoxic; 400,000 tested, 0.49% active; also: nearly all actives have a fitted effect of over 40% in size
# MCF10A rereplic: DNA re-replication induction in MCF 10a cells; MCF 10A DNA re-replication, Hoechst nuclear intensity, 48 h; Potency, µM (titrated, usually from 46.1 µM), inactives show at the top dose activity, positive = re-replication, actives largely listed as activators; 350,000 tested, 2.9% active; also: % of control where 0% means no effect; nearly all actives have a fitted effect of over 50% in size
# ATXN2 expr inh: ATXN2 expression inhibition. HEK-293 ATXN2-luciferase reporter, luminescence, 24 h. Potency, µM (doses to about 57 µM), for the others: top-dose activity change, negative = inhibition, most hits filed as inhibitors. 360,000 tested, 0.72% active. AID 1745845; also: % is scaled to controls: 0 for no effect and ±100 for the full control effect; nearly all actives have a fitted effect of over 55% in size
#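 qHTS (up to 57 uM final) was run with 24 h compound exposure of reporter cells at 37 °C. Each well was multiplexed: SteadyGlo luminescence measured ATXN2-luciferase expression after a fluorogenic Gly-Phe-AFC viability readout (25 uM final).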
# TGFb inhibitor: inhibitors of TGF-b signaling | HepG2 CAGA-GFP TGF-b/SMAD3 reporter, GFP fluorescence, 18 h; TGF-beta stimulated, 500 pg/mL final | Potency, µM (top dose mostly 46.1 µM), without a hit: at the highest dose activity, negative = inhibition, usual class: inhibitors | 410,000 tested, 1.2% active | AID 588855; also: % is scaled to controls: 0 for no effect and ±100 for the full control effect; nearly all actives have a fitted effect of over 65% in size
#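 Smad-responsive CAGA-GFP expression was quantified in HEPG2 cells exposed to compounds and 500 pg/mL final TGF-beta for 18 h at 37 degrees C; unstimulated wells defined full inhibition.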
# EPAC2 antag: antagonists of human EPAC2 | Q8WZA2 | EPAC2 GEF exchange of Rap1B-BODIPY-GDP, fluorescence | Potency, µM (top dose mostly 114 µM), for the others: at the top dose activity, negative = inhibition, most hits filed as inhibitors | 360,000 tested, 0.18% active | AID 720708; also: % is scaled to controls: 0 for no effect and ±100 for the full control effect; nearly all actives have a fitted effect of over 45% in size; many of its hits are not listed in these tables
# Target sequence (Q8WZA2 whole entry, looked up): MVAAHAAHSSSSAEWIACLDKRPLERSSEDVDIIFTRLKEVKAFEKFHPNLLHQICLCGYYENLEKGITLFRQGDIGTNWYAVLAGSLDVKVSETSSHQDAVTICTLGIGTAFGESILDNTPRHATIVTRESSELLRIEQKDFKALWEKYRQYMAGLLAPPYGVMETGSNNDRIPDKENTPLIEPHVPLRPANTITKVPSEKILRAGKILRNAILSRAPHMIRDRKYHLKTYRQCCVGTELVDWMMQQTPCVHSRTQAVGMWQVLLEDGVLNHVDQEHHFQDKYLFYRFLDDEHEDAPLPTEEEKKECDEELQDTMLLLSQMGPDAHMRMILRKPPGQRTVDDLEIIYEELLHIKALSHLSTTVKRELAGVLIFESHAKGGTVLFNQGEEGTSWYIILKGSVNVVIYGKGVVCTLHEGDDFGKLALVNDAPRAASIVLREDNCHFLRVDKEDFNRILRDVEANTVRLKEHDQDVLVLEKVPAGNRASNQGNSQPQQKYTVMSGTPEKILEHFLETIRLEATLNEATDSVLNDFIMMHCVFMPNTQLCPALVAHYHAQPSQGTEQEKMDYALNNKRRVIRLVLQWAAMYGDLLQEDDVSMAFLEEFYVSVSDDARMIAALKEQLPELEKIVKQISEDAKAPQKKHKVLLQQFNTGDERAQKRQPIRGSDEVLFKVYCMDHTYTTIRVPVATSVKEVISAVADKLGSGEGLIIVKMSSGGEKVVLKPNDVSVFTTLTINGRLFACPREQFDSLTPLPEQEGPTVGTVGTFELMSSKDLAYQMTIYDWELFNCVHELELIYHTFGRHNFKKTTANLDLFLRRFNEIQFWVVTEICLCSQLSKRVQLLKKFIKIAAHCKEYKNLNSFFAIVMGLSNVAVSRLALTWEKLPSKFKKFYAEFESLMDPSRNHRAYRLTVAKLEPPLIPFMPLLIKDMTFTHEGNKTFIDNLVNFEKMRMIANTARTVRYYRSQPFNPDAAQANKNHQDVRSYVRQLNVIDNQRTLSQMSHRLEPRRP
# Nrf2 block: Nrf2 pathway inhibition; 360,000 tested, 2.1% active; Potency, µM (doses to about 46 µM), without a hit: at the top dose activity change, negative = inhibition, usual class: inhibitors; A549 ARE-Fluc reporter, luciferase luminescence, 18-24 h; AID 504444; also: % is scaled to controls: 0 for no effect and ±100 for the full control effect; nearly all actives have a fitted effect of over 60% in size
#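 Nrf2 function is reported as luminescence of an ARE-controlled luciferase in A549 cells. Compounds were tested at several concentrations, and a CellTiter-Fluor read on the same wells flagged cytotoxicity.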
# HepG2 viability: kills HepG2 cells in TGF-b inhibitor counter-screen; HepG2 CAGA-GFP viability, ATP luminescence, 18 h; Potency, µM (series often up to 46.1 µM), for inactives: top-dose activity change, negative = cytotoxicity, usual class: cytotoxic; 410,000 tested, 0.76% active; AID 588856; also: some results filed as inactive show a strong effect at the top dose
#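 HepG2 CAGA-GFP cells (1000/well, DMEM with 1% FBS) received compound, then TGF-beta at 500 pg/mL final, and were incubated 18 hours at 37 degrees C. Viability was read by CellTiter-Glo luminescence. Media-only wells were set as complete cell-killing and DMSO as no toxicity.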
# Nrf2 ARE act: activators of Nrf2 (ARE) signaling; AREc32 ARE-luciferase reporter (MCF7-derived line), luminescence, 24 h; Potency, µM (doses to about 46.1 µM), inactives show at the top dose activation, hits mostly activators; 410,000 tested, 0.31% active; AID 624171; also: % of control where 0% means no effect; nearly all actives have a fitted effect of over 65% in size
#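 AREc32 cells carrying an ARE-driven firefly luciferase, 1000 cells/well in OPTI-MEM with 5% FBS, dosed after overnight attachment and incubated 24 hr at 37 deg C. Steady-Glo luminescence read after 30 min at RT.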
# Starred values were filed as active, the others as inactive; i = inactive; ? = inconclusive; / = not tested or not shown; [ ] = dose if it differs, or a comment. Calls follow the shape of the dose curve; as a rule, active = well fitted curve in the direction sought with a large enough effect; inconclusive = small, poorly fitted or top-dose-only effect, or another doubt; inactive = no such curve, though single readings can be large; an effect the other way counts as inactive or inconclusive. Potency is read from the fitted curve at half-maximal effect. Not all compounds are listed; rates above refer to the full screens.
# Order of results: EPAC2 antag	A549 tox	ATXN2 expr inh	Nrf2 ARE act	MCF10A rereplic	Nrf2 block	TGFb inhibitor	S2 tox	HepG2 viability
COc1ccccc1CNC(=O)Nc1nc(C(N)C(C)C)cs1 (configuration not stated)
 : 27.9%	/	-10.2%	0.2%	/	/	17.1%	?	-13.5%
CCOC(=O)c1sc(NC(=O)CNCc2ccccn2)c(C(=O)OCC)c1C
 : -1.3%	2.6%	-19.7%	3.4%	?	?	-4.4%	?	-10.9%
Cc1cccc(C)c1N(CC(=O)NCc1ccccc1)C(=O)c1csnn1
 : -0.3%	2.6%	0.1%	-0.1%	-4.2%	6.7%	-1.1%	i	2.8%
O=C(NCc1ccc(Cl)cc1)c1ccc(N2CCCC2=O)cc1
 : -2.8%	2.7%	4.0%	3.2%	12.7%	-13.2%	24.5%	i	17.2%
Cc1ccc(C2C=C(c3ccccc3)Nc3ncnn32)cc1 (configuration not stated)
 : -8.3%	5.2%	-6.6%	6.7%	?	-19.6%	22.1%	/	10.3%
Cc1nnc(N(C)C(=O)Cc2ccc3c(c2)OCO3)s1
 : 5.5%	-2.3%	-9.7%	-0.3%	?	4.8%	-2.3%	i	-26.1%
Cc1ccc(S(=O)(=O)Nc2ccc(NC(=O)/C=C/C(=O)O)cc2)cc1
 : -6.7%	5.0%	-8.0%	-0.8%	-1.6%	0.7%	-2.9%	i	-11.7%
Cn1c(=O)c2c(nc(CN3CCN(C(=O)c4ccco4)CC3)n2Cc2ccc(Cl)cc2)n(C)c1=O
 : -5.2%	-18.6%	/	0.6%	-1.3%	-2.2%	0.2%	/	-25.7%
O=S(=O)(O)c1cc(O)c2ccc(Nc3ccccc3)cc2c1
 : 8.9%	-4.7%	12.3%	3.6%	-1.3%	-5.5%	18.2%	?	24.9%
COc1cc(CNCc2ccccc2)ccc1OCC(O)c1ccccc1 (configuration not stated)
 : 1.0%	-2.4%	/	-0.6%	-8.5%	0.8%	4.8%	i	-4.9%
COCCNC(=O)C(c1cccs1)N(C(=O)Cn1nnc2ccccc21)c1ccccc1 (configuration not stated)
 : 8.1%	11.1%	6.1%	-0.6%	-1.0%	11.4%	-7.9%	i	-2.6%
O=C(Nc1ccc(C(F)(F)F)cc1)C1CCN(S(=O)(=O)c2ccc(N3CCCC3=O)cc2)CC1
 : -8.5%	1.5%	/	-1.1%	-2.6%	-1.3%	?	i	-0.3%
NC(=O)C1CCN(c2ncccc2[N+](=O)[O-])CC1
 : 3.9%	-18.1%	-6.2%	-0.2%	0.3%	-2.0%	-0.7%	?	17.5%
O=C(Cn1c(=S)[nH]c2ccccc2c1=O)N1CCc2ccccc2C1
 : -10.1%	-1.1%	27.6%	2.0%	7.2%	?	-3.9%	i	-6.7%
CN(C)c1nc(N)nc(CSc2ncc(Cl)cc2Cl)n1
 : -12.8%	-16.1%	12.3%	2.4%	?	?	1.4%	i	-48.9%
O=C(CN1C(=O)NC2(CCCc3ccccc32)C1=O)c1ccc(F)c(F)c1 (configuration not stated)
 : -19.4%	-1.5%	-0.9%	5.2%	2.4%	20.1%	-8.4%	i	-0.1%
COc1ccc(C(=O)N[C@H](C(=O)OCc2nc3ccsc3c(=O)[nH]2)C(C)C)cc1
 : -10.7%	-0.2%	-3.9%	2.2%	2.0%	3.8%	18.9%	i	22.5%
CCSc1nsc(NC(=O)Nc2cccc(C(C)=O)c2)n1
 : 1.6%	1.9%	-29.3%	0.1%	16.4µM*	-4.4%	?	i	-37.5%
CCN(CC)c1ccc(/C=N/NC(=O)c2cccc(S(=O)(=O)Nc3ccccc3OC)c2)c(O)c1
 : 11.9%	-18.7%	?	-0.9%	?	23.1µM*	?	/	-32.8%
c1ccc2nc(-c3nc4ccccc4o3)ccc2c1
 : 4.2%	-1.6%	?	-0.8%	-14.5%	/	?	i	-79.7%
CC(C)c1ccc(C2CC(=O)c3cnc(N4CCc5ccccc5C4)nc3C2)cc1 (configuration not stated)
 : -8.0%	0.1%	12.2%	0.1%	?	10.6%	0.0%	i	-18.7%
CCN(CC)S(=O)(=O)c1ccc(C(=O)OCC(=O)N2CCOCC2)cc1
 : 1.2%	5.5%	14.8%	-0.3%	-1.6%	3.8%	1.0%	i	-6.5%
CCN(CC)CCN1C(=O)C(=O)/C(=C(/O)c2ccc(S(=O)(=O)N3CCOCC3)cc2)C1c1ccc(C(C)(C)C)cc1 (configuration not stated)
 : 20.7%	2.5%	-4.7%	-0.7%	5.9%	2.8%	5.2%	i	9.0%
COc1ccc(CC(=O)Nc2ccc(F)c(Cl)c2)cc1S(=O)(=O)N1CCOCC1
 : -3.3%	5.5%	/	1.0%	0.3%	?	9.3%	i	9.9%
CCOC(=O)[C@H]1[C@H]2COc3ccc(OC)cc3[C@@H]2N2C(=O)c3ccc(C)cc3NC(=O)[C@@]12C
 : -1.7%	-8.8%	-4.9%	0.6%	-5.1%	0.2%	2.5%	i	1.4%
CC1(OC(=O)CCc2ccccc2)C(=O)C=C2C=C3CCCN3C=C2C1=O (configuration not stated)
 : 8.5%	-12.8%	1.7%	0.3%	-2.3%	-9.7%	?	i	2.8%
Cc1ccc(-c2nc(CS(=O)(=O)CC(=O)NCCCN3CCOCC3)c(C)o2)cc1
 : 8.8%	-2.1%	-2.0%	-0.5%	0.6%	3.1%	-17.9%	i	4.6%
CCOC(=O)c1ccccc1NC1(c2ccc(OC)cc2)C(=O)c2ccccc2C1=O
 : /	-12.3%	-4.3%	0.5%	/	-27.3%	-38.5%	i	5.2%
COc1ccccc1CCNC(=O)CSc1nc(-c2ccco2)cc(C(F)(F)F)n1
 : 23.4%	-2.3%	-8.6%	0.1%	1.9%	?	-20.4%	i	-2.9%
CCN(CC)CCCNC(=O)C(=O)Nc1ccc2nc3n(c(=O)c2c1)CCCCC3
 : /	-2.2%	-1.1%	-0.9%	/	?	16.5%	i	-11.9%
COc1ccc(NC(=O)COC(=O)C2COc3ccccc3O2)cc1 (configuration not stated)
 : 3.1%	/	/	-0.8%	/	/	-0.4%	i	-30.8%
CN1CCN(C(=O)C(=O)Nc2c3c(nn2-c2ccc(F)cc2)CSC3)CC1
 : /	8.2%	-0.4%	-1.0%	/	/	7.1%	i	3.2%
CCC1(NC(C)=O)CC2CC1CC2NC(C)=O (configuration not stated)
 : -2.6%	-3.1%	4.5%	-1.1%	4.5%	12.5%	2.3%	i	15.5%
Cc1ccsc1C(=O)OCC(=O)NC1CCCC1
 : -8.2%	1.2%	26.6%	0.5%	-1.5%	21.5%	6.8%	i	0.6%
COc1ccc(CCNC(=O)c2ccc3c(c2)N(Cc2ccc(Cl)cc2)C(=O)c2ccccc2S3)cc1OC
 : /	-1.1%	/	3.2%	/	/	?	/	-1.8%
C[C@H](CO)N1C[C@H](C)[C@H](CN(C)C(=O)NC2CCCCC2)Oc2cc(-c3cccnc3)ccc2S1(=O)=O
 : 0.5%	/	-4.6%	-0.4%	/	/	9.6%	i	-12.9%
Cc1nn(Cc2ccc(Br)cc2)c(C)c1NC(=O)c1nn(C)cc1Cl
 : 15.1%	2.7%	-12.2%	-1.1%	3.6%	?	-16.5%	i	0.3%
CCc1ccc(OCC(=O)NC(=S)Nc2ccc(F)cc2)c(Br)c1
 : -1.6%	2.5%	6.3%	0.3%	1.5%	7.5%	-20.1%	?	-4.1%
c1ccc(-n2nnc3c(N4CCOCC4)ncnc32)cc1
 : -5.1%	14.8%	?	-0.7%	?	?	10.0%	i	-37.5%
O=C(COC(=O)c1ccc[nH]c1=O)NC1CCCC1
 : -2.1%	2.7%	-20.2%	-0.7%	4.8%	-5.0%	-0.1%	i	3.3%
COC(=O)C1=C(C(C)=O)C(c2ccc(C)cc2)n2nnnc2N1 (configuration not stated)
 : -4.0%	-19.1%	-7.0%	0.1%	-14.1%	3.8%	-0.3%	i	-0.3%
Nc1ccccc1-c1nc2ccccc2[nH]c1=O
 : -3.8%	-1.1%	/	12.0%	-2.2%	?	-4.2%	i	-24.4%
N#C/C(=C\c1c(Oc2ccc(Br)cc2)nc2ccccn2c1=O)c1nc2ccccc2s1
 : /	-19.5%	/	20.3%	/	9.7%	?	/	6.3%
OCC1CCCN(C(=S)Nc2ccc(Oc3ccccc3)cc2)C1 (configuration not stated)
 : -14.9%	0.0%	59.1%[activator][11.3 µM]	4.2%	-0.5%	-5.7%	0.9%	i	-7.9%
CCCCC1CCC(C(=O)OCC(=O)Nc2ccc(S(N)(=O)=O)cc2)CC1 (configuration not stated)
 : -19.7%	-1.9%	-2.1%	0.1%	0.4%	-2.2%	-6.3%	i	1.4%
CCOCCCNC(=O)Cn1cnc2c(cnn2-c2ccc(OC)cc2)c1=O
 : 0.6%	-3.8%	-13.9%	-0.6%	5.2%	24.6%	3.9%	i	-3.7%
CN(C(=O)COc1cc(=O)n(C)c2ccccc12)c1cccc(Cl)c1
 : -11.0%	-5.6%	2.5%	5.0%	2.0%	-0.1%	-3.0%	i	2.1%
CC1CCN(CCCNc2cc(NCCO)c([N+](=O)[O-])c3nonc23)CC1
 : 0.8%	-10.5%	-1.2%	0.7%	2.8%	-2.3%	-0.5%	i	8.3%
CSc1nc(-c2cccs2)c(C#N)c(=O)[nH]1
 : -23.2%	2.1%	11.3%	-0.4%	?	-2.7%	-9.4%	i	-2.3%

# Given with each value named: entries from further up.
CN(C(=O)COc1cc(=O)n(C)c2ccccc12)c1cccc(Cl)c1
- EPAC2 antag = -11.0%
- A549 tox = -5.6%
- ATXN2 expr inh = 2.5%
- Nrf2 ARE act = 5.0%
- MCF10A rereplic = 2.0%
- Nrf2 block = -0.1%
- TGFb inhibitor = -3.0%
- S2 tox = i
- HepG2 viability = 2.1%
CC1CCN(CCCNc2cc(NCCO)c([N+](=O)[O-])c3nonc23)CC1
- EPAC2 antag = 0.8%
- A549 tox = -10.5%
- ATXN2 expr inh = -1.2%
- Nrf2 ARE act = 0.7%
- MCF10A rereplic = 2.8%
- Nrf2 block = -2.3%
- TGFb inhibitor = -0.5%
- S2 tox = i
- HepG2 viability = 8.3%
CSc1nc(-c2cccs2)c(C#N)c(=O)[nH]1
- EPAC2 antag = -23.2%
- A549 tox = 2.1%
- ATXN2 expr inh = 11.3%
- Nrf2 ARE act = -0.4%
- MCF10A rereplic = ?
- Nrf2 block = -2.7%
- TGFb inhibitor = -9.4%
- S2 tox = i
- HepG2 viability = -2.3%
